SKN-1 block: suppressors of acrylamide-induced Pgst-4::GFP reporter in worms, primary screen, SKN-1 inhibitor project, whole organism, uHTS, GFP/RFP fluorescence ratio, strain VP596. inhibition, % at 21.8 µM. 360,000 compounds, 0.49% hits. C. elegans VP596 Pgst-4::GFP/RFP ratio, 24 h. AID 624304, 2012;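 active = interference check ratio from 0.5 to 1.5 plus GFP to RFP signal ratio inhibition reaching or exceeding a fixed threshold, cut at about 30% in these data, passing the limit was not always enough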; also: some compounds called inactive have numbers as strong as hits
SUMO1 PPI mod: modulators of SUMO1 protein-protein interactions, primary screen, biochemical, uHTS. Small ubiquitin-related modifier 1 (Homo sapiens), P63165. inhibition, % at 20 µM. 360,000 compounds, 0.33% hits. SUMO1 binding to a labelled peptide, TR-FRET, 1 h; in the data active = inhibition above about 37%
STEP block: STEP phosphatase inhibitors, primary screen, biochemical, fluorescence intensity, uHTS. inhibition, % at 20 µM. AID 588621, 2011. recombinant STEP, OMFP fluorogenic substrate. Tyrosine-protein phosphatase non-receptor type 5 (Homo sapiens), P54829. 360,000 compounds, 0.25% hits;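 active = inhibition at 20 µM, scaled per plate between control wells, above about 37%, limit read from the data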;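 also: 0% = DMSO with enzyme and substrate and 100% = substrate only without enzyme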
Target sequence (P54829 whole entry, looked up): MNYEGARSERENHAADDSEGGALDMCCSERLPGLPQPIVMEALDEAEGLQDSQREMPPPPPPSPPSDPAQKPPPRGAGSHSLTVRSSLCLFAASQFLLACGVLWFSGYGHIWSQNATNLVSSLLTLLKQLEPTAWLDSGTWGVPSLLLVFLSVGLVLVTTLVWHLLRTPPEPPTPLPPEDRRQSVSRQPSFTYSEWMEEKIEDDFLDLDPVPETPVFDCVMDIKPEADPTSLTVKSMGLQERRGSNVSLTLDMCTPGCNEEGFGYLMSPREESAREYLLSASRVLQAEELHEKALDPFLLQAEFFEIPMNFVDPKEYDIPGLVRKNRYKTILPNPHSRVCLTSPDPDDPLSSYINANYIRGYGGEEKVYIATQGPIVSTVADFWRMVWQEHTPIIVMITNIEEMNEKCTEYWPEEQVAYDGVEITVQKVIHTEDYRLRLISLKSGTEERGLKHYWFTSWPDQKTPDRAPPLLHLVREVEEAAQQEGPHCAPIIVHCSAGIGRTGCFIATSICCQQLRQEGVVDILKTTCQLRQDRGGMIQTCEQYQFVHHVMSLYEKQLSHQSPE
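Also added – OMFP at 25 µM · Test system – STEP tyrosine phosphatase · Technique – FITC-channel fluorescence of OMFP product · Schedule – 20 min at room temperature, dark · Evaluation – control-normalized % inhibition with plate pattern correction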
DNMT1 inh: human DNMT1 methyltransferase inhibitors, primary screen, biochemical, molecular beacon, fluorescence, HinP1I cleavage, uHTS | DNA (cytosine-5)-methyltransferase 1 (Homo sapiens), P26358 | inhibition (reported as % activation of signal), % at 10 µM | 360,000 compounds, 0.83% hits | AID 588458, 2011; in the data active = inhibition above about 50%
MT1-MMP act inh: blockers of MT1-MMP proenzyme processing, primary screen, HT1080 RFP-PRO-GFP cells, GFP/RFP fluorescence; GFP/RFP ratio change, % at 20 µM; Matrix metalloproteinase-14 (Homo sapiens), P50281; GFP/RFP ratio fluorescence, overnight; percent of plate control window, DMSO zero; AID 651647, 2012; 360,000 compounds, 0.061% hits;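 active = GFP/RFP ratio change of at least 30% with cell ATP level not reduced by more than half and red fluorescence within 50% of control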; also: strong numbers were not always called active
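Test system: HT1080 RFP-PRO-GFP cells; Benchmarks: DMSO and RFP-L50D-GFP cell wells; Timing: cells overnight before dosing, compound overnight, 37 °C, 5% CO2; Compound: one 20 µM compound dose with 1% DMSO; Read-out: GFP/RFP fluorescence ratio.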
NadD block: inhibitors of S. aureus NadD, primary screen, biochemical, colorimetric, uHTS; purified NadD enzyme, colorimetric absorbance read-out; inhibition, % at 20 µM; AID 602399, 2012; 360,000 compounds, 0.78% hits; Nicotinate-nucleotide adenylyltransferase NadD (Staphylococcus aureus N315); in the data active = inhibition above about 26%; also: some compounds past the cut are filed as inactive
CendR NRP1 mod: modulators of CendR peptide binding to NRP-1, primary screen, biochemical, fluorescence polarization, uHTS; FAM-RPARPAR peptide binding to NRP-1; Neuropilin-1 (Homo sapiens), O14786; inhibition, % at 25 µM; 360,000 compounds, 0.85% hits; AID 602438, 2012;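 active = inhibition or corrected inhibition above about 18%, plus a signal ratio from 0.5 to 1.5, limit read from the data, passing the limit was not always enough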; also: strong numbers were not always called active
Scp1 inh: Scp-1 phosphatase inhibitors, primary screen, biochemical, colorimetric, uHTS; Recombinant Scp1, phosphopeptide, malachite green phosphate absorbance; inhibition, % at 20 µM; 340,000 compounds, 0.88% hits; AID 493091, 2011;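 active = inhibition above about 50% at 20 µM, limit read from the data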;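 also: plate controls were DMSO wells with enzyme for no effect and wells lacking enzyme for full effect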
Target sequence (Q9GZU7 76-261 limits assumed): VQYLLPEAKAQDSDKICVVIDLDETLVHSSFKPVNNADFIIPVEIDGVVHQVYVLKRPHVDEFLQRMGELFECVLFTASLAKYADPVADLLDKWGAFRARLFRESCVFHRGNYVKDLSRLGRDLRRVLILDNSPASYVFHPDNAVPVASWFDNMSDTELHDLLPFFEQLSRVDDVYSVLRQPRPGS
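Material: truncated SCP-1 phosphatase (76-261aa) / Buffer or medium: 50 mM Tris acetate pH 5.5, 0.005% Tween-20, 10 mM MgCl2 / Compound dosing: one concentration, 20 µM, with 1.0% DMSO / Incubation: 45 min room-temperature reaction, 5 min colour, 30 min stabiliser / Detection: colorimetric free-phosphate detection, absorbance 630 nm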
Rpn11 block: Rpn11 (PSMD14) deubiquitinase inhibitors, primary screen, biochemical, fluorescence polarization, uHTS; 26S proteasome non-ATPase regulatory subunit 14 (Homo sapiens), O00487; AID 588493, 2011; calls only at 20 µM; 360,000 compounds, 0.59% hits; human 26S proteasome, Ub4-pepOG fluorescence polarization; 20S core pre-blocked with epoxomicin;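 active = inhibition at 20 µM, scaled to each plate's controls, above about 33%, limit read from the data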
Target sequence (O00487 whole entry, looked up): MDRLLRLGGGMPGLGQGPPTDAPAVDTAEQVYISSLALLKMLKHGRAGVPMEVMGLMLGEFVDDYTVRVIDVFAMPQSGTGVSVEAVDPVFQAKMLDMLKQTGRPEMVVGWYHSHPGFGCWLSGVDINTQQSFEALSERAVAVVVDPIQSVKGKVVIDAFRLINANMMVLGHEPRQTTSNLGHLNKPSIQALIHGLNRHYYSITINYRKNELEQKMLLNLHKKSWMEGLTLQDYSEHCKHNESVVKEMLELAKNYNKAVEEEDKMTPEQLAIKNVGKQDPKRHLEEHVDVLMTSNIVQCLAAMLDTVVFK
LMPTP block: LMPTP phosphatase inhibitors, primary screen, biochemical, fluorescence intensity, uHTS | recombinant LMPTP-A, OMFP fluorogenic substrate | inhibition, % at 20 µM | 360,000 compounds, 0.22% hits | AID 651560, 2012;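 active = compounds that cut the enzyme signal by at least half of the control window in the single-dose screen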;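 also: plate controls were DMSO wells with enzyme plus substrate for no effect and substrate without enzyme for full effect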
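Assay system: LMPTP-A, protein tyrosine phosphatase of low molecular weight / Medium: pH 6.0 Bis-Tris buffer with DTT and Triton X-100 / Schedule: 50 min enzyme reaction at room temperature, protected from light / Measured by: endpoint fluorescence intensity from OMFP dephosphorylation / Read-out basis: % inhibition relative to no-enzyme and uninhibited control wells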
An asterisk follows results filed as active; i = inactive; x = no result given. This is a random part of the collection; 3.9% or so of the library scored in one or more.

1. CC(=O)Nc1ccc(S(=O)(=O)NCC2CCC(C(=O)NCCc3ccccc3)CC2)cc1 (configuration not stated)
2. COc1ccccc1CNCC(=O)NCc1ccc(C)cc1
3. COC(=O)c1sc(-c2ccc(Cl)cc2)cc1N
4. O=C(O)c1cccc(NC(=S)NC(=O)c2cccc(OCc3ccccc3)c2)c1
5. CC(C)(C)c1ccc(S(=O)(=O)N2CC(=O)Nc3ccccc32)cc1
6. COc1cccc(-c2nnn(CC(=O)Nc3ccc(C)cc3C)n2)c1OC
7. Cc1ccccc1-n1cnc2c(sc3nc(N4CCOCC4)c4c(c32)CCCC4)c1=O
8. CN1CCC(C)(C(=O)Nc2ccc3c(c2)OCCO3)C1 (configuration not stated)
9. CCn1ncc(Br)c1C(=O)Nc1ccc(C(C)C)cc1
10. Cc1cc2c(Nc3ccccc3)ncnc2s1
screen / no.	1	2	3	4	5	6	7	8	9	10
SUMO1 PPI mod	1	0	-14	8	-3	-4	-38	2	6	4
LMPTP block	-1.9	-2.0	3.5	0.8	0.3	0.6	3.9	0.7	-1.1	-0.8
CendR NRP1 mod	10	-7	-2	-7	-18	-9	6	6	1	-4
NadD block	2	-9	-4	2	0	-9	14	-1	-5	-4
STEP block	0	-1	2	6	1	0	2	0	-2	0
MT1-MMP act inh	3	1	1	5	2	4	-9	-3	9	0
Scp1 inh	-6	-3	-9	-7	-4	-5	-4	x	-2	4
SKN-1 block	11	0	3	5	-36	9	13	-13	6	2
DNMT1 inh	0	1	4	0	-3	9	-2	3	3	2
Rpn11 block	i	i	i	i	i	i	i	i	i	i

11. Cc1c(C(=O)NNS(=O)(=O)c2ccccc2Cl)sc(=S)n1C
12. Cn1c(=O)n(C)c2cc(S(=O)(=O)NCCO)ccc21
13. CCC1CCCCN1c1nc(-c2ccncc2)nc2ccccc12 (configuration not stated)
14. CCCn1c(=S)[nH]c2cc(C(=O)N3CCCC(C(=O)OCC)C3)ccc2c1=O (configuration not stated)
15. CCCCn1nc(NC(=O)c2cccs2)c2cc3ccccc3nc21
16. Cn1nc(C(=O)NC2CCCCC2)c2c1-c1ccccc1S(=O)(=O)C2
17. CCOC(=O)C(CC(=O)O)NCc1ccco1 (configuration not stated)
18. COc1ccc(NC(=O)CSCc2ccc(C#N)cc2)c(OC)c1
19. CC(=O)N(c1ccc(Cl)cc1)c1cn(C(C)=O)c2ccccc12
20. Cc1cc(C2=NNC(=Nc3ccccc3)SC2)c(C)n1C
screen / no.	11	12	13	14	15	16	17	18	19	20
SUMO1 PPI mod	-1	1	0	5	-13	-2	5	7	0	1
LMPTP block	-1.6	-1.0	12	0.6	3.9	-0.4	-0.5	-1.0	1.3	-0.1
CendR NRP1 mod	-4	-2	-3	-8	-13	3	-2	6	10	12
NadD block	-3	3	4	-3	4	-2	-4	-2	-4	18
STEP block	0	2	3	2	-2	0	2	-1	-4	2
MT1-MMP act inh	-3	6	-4	3	-9	9	1	-1	5	-1
Scp1 inh	3	0	2	12	0	-1	0	-14	-12	0
SKN-1 block	-13	-1	-2	-22	11	-6	1	-15	9	-1
DNMT1 inh	-2	4	6	4	-7	1	0	-5	7	-30
Rpn11 block	i	i	i	i	i	i	i	i	i	i

21. COc1cccc2cc(C(=O)N3C(C)CCCC3C)c(=O)oc12 (configuration not stated)
22. Cc1cc2c(cc1C)N(C(=O)CSC1=NCCS1)C(C)(C)c1ssc(=S)c1-2
23. COC(=O)c1sc(N2C(=O)c3oc4ccccc4c(=O)c3C2c2cccs2)nc1C (configuration not stated)
24. CC1CCC(=NNS(=O)(=O)c2ccc([N+](=O)[O-])cc2)CC1 (configuration not stated)
25. O=S(=O)(NC1=NCCC1)c1cccc(NS(=O)(=O)c2ccc(F)c(Cl)c2)c1
26. CCOc1ccc(C(CC(=O)O)NC(=O)c2cccs2)cc1 (configuration not stated)
27. CN(C)c1nc(N)c2nccnc2n1
28. CN(C)c1c(F)cc(C(=O)NC(=O)NCc2cccnc2)cc1F
29. CC(C)Oc1ccc(CNC(=S)N/N=C/c2ccc([N+](=O)[O-])cc2)cc1
30. CC1CCN(CC(=O)Nc2ccc(S(=O)(=O)N3CCCCC3)cc2)CC1
screen / no.	21	22	23	24	25	26	27	28	29	30
SUMO1 PPI mod	-4	-3	-11	-32	8	1	-14	-1	-8	1
LMPTP block	-1.8	3.6	-2.3	-2.0	-1.5	-1.6	-1.7	0.3	1.2	-0.7
CendR NRP1 mod	10	-5	7	13	-10	-6	1	-2	-9	-6
NadD block	-6	7	9	-2	-4	-1	-3	-1	1	-3
STEP block	-2	8	-3	1	2	-4	0	0	4	-2
MT1-MMP act inh	6	-3	3	3	-4	6	2	3	-3	0
Scp1 inh	-10	3	1	-18	-9	-2	-8	-5	-11	3
SKN-1 block	7	23	-12	-11	7	12	5	6	8	2
DNMT1 inh	0	1	60*	4	6	1	0	1	-3	-1
Rpn11 block	i	i	i	i	i	i	i	i	i	i

31. COCCNC(=O)CSc1ncnc2sc(-c3ccccc3)cc12
32. COc1ccc(/C(N)=N/OC(=O)c2cccc([N+](=O)[O-])c2)cc1OC
33. CC(C)(C)OC(=O)CNC(=O)c1[nH]cnc1C(=O)NCCCCCNC(=O)OC(C)(C)C
34. O=C(NC1CCOCC1)C1CCC(=O)N(CCc2ccc(Cl)cc2)C1 (configuration not stated)
35. C#CCOCCOCCOCCNc1nc(N2CCN(C(=O)[C@H](CCCCN)n3cc(C(N)CC(C)C)nn3)CC2)nc(N2CCN(C(=O)[C@H](CCC(=O)O)n3cc(C(N)[C@H](C)CC)nn3)CC2)n1 (some centres not stated)
36. O=C1CC(N2CCN(c3cccc(C(F)(F)F)c3)CC2)C(=O)N1c1ccc(F)cc1 (configuration not stated)
37. COc1ccc(CN(C(=O)c2cc(=O)c3ccccc3o2)C2CCS(=O)(=O)C2)cc1OC (configuration not stated)
38. CCn1nc(C)c(/C=N/NC(=O)c2ccoc2C)c1C
39. CN(CCC#N)c1ccc(/C=C(\C#N)c2ccccn2)cc1
40. Cc1c(Cl)c(C(=O)NNC(=S)Nc2ccccc2)nn1C
screen / no.	31	32	33	34	35	36	37	38	39	40
SUMO1 PPI mod	-19	-6	-5	6	-94	-2	-4	-4	-26	1
LMPTP block	-0.2	0.7	-1.1	-0.1	-11	-0.3	-0.1	2.0	0.3	-1.3
CendR NRP1 mod	8	4	4	4	11	-24	9	-5	-20	-1
NadD block	1	-9	-1	-1	-4	-1	1	0	-2	-15
STEP block	-1	-2	-1	1	-2	3	1	1	1	-1
MT1-MMP act inh	0	-1	4	-2	3	10	1	2	-3	4
Scp1 inh	-5	0	-6	-5	-8	-7	-9	5	-5	-6
SKN-1 block	-21	-8	3	5	4	-13	-5	6	16	-6
DNMT1 inh	7	-9	3	1	-9	-4	2	0	-10	-1
Rpn11 block	i	i	i	i	i	i	i	i	i	i

41. O=C(Nc1ccc(F)cc1)C(Sc1nnc2ccccn12)c1ccccc1 (configuration not stated)
42. N#CC(c1ccccc1)(c1ncc(C(F)(F)F)cc1Cl)N1CCOCC1 (configuration not stated)
43. CCc1ccc(C(=O)OCC(=O)c2c(N)n(CC(C)C)c(=O)n(C)c2=O)cc1
44. Nc1nc(C(=O)N2CCOCC2)nn1C(=O)c1ccc(Cl)cc1
45. CC(C)[C@H](NS(=O)(=O)c1cccc(C(F)(F)F)c1)C(=O)OCC(N)=O
46. CCOc1ccc2[nH]c(=O)c(CN(CCCO)C(C)=O)cc2c1
47. Cn1c(SCC(=O)Nc2cccc(NC(=O)c3cccs3)c2)nnc1-c1ccncc1
screen / no.	41	42	43	44	45	46	47
SUMO1 PPI mod	-5	-1	-1	2	0	-1	2
LMPTP block	-0.1	1.0	1.1	-0.7	-0.9	0.8	0.8
CendR NRP1 mod	-17	-2	0	-8	-11	-5	3
NadD block	-3	-6	0	-3	-7	-2	-3
STEP block	0	-3	-1	-3	-2	-2	3
MT1-MMP act inh	0	-2	-6	-1	0	4	-3
Scp1 inh	46	-4	-7	-4	-5	0	-6
SKN-1 block	8	3	0	4	6	-9	11
DNMT1 inh	-3	2	1	1	-1	2	2
Rpn11 block	i	i	i	i	i	i	i

Entries listed so far that have an aryl methoxy group (six):
2. COc1ccccc1CNCC(=O)NCc1ccc(C)cc1
6. COc1cccc(-c2nnn(CC(=O)Nc3ccc(C)cc3C)n2)c1OC
18. COc1ccc(NC(=O)CSCc2ccc(C#N)cc2)c(OC)c1
21. COc1cccc2cc(C(=O)N3C(C)CCCC3C)c(=O)oc12 (configuration not stated)
32. COc1ccc(/C(N)=N/OC(=O)c2cccc([N+](=O)[O-])c2)cc1OC
37. COc1ccc(CN(C(=O)c2cc(=O)c3ccccc3o2)C2CCS(=O)(=O)C2)cc1OC (configuration not stated)
screen / no.	2	6	18	21	32	37
SUMO1 PPI mod	0	-4	7	-4	-6	-4
LMPTP block	-2.0	0.6	-1.0	-1.8	0.7	-0.1
CendR NRP1 mod	-7	-9	6	10	4	9
NadD block	-9	-9	-2	-6	-9	1
STEP block	-1	0	-1	-2	-2	1
MT1-MMP act inh	1	4	-1	6	-1	1
Scp1 inh	-3	-5	-14	-10	0	-9
SKN-1 block	0	9	-15	7	-8	-5
DNMT1 inh	1	9	-5	0	-9	2
Rpn11 block	i	i	i	i	i	i

Compound activity from PubChem BioAssay.
